# CatB mix inh – human cathepsin B inhibition by mixtures; P07858; Purified cathepsin B, AMC dipeptide fluorescence, compound mixtures; inhibition, %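 (ten-compound pools at 5 µM per compound and 50 µM total)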; actives 0.06% (n = 62,000); AID 488; in the data active = inhibition above about 22%, passing the limit was not always enough;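 also: 0% = enzyme without compound and 100% = no enzyme blank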
# Cdc25B block – human M-phase inducer phosphatase 2 inhibition; recombinant Cdc25B, OMFP fluorescence Ex485/Em525; inhibition, %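 (compounds tested at 10 µM final in the well)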; actives 0.1% (n = 65,000); AID 368; in the data active = inhibition above about 50%
# Target sequence (P30305 whole entry, looked up): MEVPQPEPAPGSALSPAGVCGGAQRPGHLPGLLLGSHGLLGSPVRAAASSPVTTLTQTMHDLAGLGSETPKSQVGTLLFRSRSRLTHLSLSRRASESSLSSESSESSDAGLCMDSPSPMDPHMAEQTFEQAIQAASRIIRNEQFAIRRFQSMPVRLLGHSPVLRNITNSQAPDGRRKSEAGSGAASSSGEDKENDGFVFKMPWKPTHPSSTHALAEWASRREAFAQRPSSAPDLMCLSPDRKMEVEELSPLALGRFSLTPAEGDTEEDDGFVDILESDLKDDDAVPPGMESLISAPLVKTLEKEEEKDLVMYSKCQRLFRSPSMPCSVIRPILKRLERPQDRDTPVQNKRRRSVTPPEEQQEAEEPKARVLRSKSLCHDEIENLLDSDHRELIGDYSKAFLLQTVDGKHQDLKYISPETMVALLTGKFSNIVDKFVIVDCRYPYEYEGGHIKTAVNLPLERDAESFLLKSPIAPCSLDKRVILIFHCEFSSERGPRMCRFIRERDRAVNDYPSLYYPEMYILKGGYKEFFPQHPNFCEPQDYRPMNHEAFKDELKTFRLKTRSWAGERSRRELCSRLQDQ
# E coli RNAP – inhibitors of Escherichia coli RNA polymerase | P0A8V2 | E. coli RNA polymerase, fluorescence transcription assay | inhibition, %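 (tested at 10 µM)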 | actives 0.2% (n = 62,000) | AID 559; in the data active = inhibition above about 20%;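 also: 0% = enzyme without compound and 100% = no enzyme blank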
# MKP-1 inh – inhibitors of human MKP-1 phosphatase | P28562 | recombinant MKP-1, OMFP hydrolysis fluorescence | inhibition, %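 (compounds tested at a single concentration somewhere between 10 and 100 µM)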 | actives 0.15% (n = 65,000) | AID 374;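 active = inhibition above about 50%, limit read from the data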;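 also: 0% = DMSO max control wells and 100% = wells with enzyme stopped by NaOH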
# D1 mod – allosteric modulators of human D1 dopamine receptor | P21728 | HEK293 D1, CRE-luciferase, dopamine EC30 potentiation; actives deviate in either direction | B-score at 10 µM | actives 5.9% (n = 58,000);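 active = luminescence count or its row- and column-corrected plate score outside the 99.7% band of the plate's sample wells, on either side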
# Target sequence (P21728 whole entry, looked up): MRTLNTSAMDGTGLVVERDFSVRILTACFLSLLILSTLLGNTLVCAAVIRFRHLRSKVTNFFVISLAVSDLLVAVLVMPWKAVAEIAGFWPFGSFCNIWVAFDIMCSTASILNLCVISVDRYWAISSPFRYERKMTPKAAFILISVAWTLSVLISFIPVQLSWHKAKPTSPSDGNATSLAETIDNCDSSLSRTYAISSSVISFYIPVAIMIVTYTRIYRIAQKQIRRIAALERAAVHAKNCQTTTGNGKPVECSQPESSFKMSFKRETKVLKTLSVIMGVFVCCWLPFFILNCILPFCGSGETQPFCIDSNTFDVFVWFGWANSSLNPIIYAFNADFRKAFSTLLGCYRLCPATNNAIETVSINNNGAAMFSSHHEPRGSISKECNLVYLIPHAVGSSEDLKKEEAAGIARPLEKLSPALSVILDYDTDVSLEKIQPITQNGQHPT
# CatB block – blocks human cathepsin B protease activity | P07858 | purified cathepsin B, fluorogenic substrate, fluorescence | inhibition, %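 (tested at 10 µM)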 | actives 0.1% (n = 63,000); in the data active = inhibition above about 21%;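 also: 0% = enzyme with no compound and 100% = no enzyme blank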
# AP complement – alternative pathway complement inhibition, orthogonal assay; Human serum alternative complement pathway, LPS-coated ELISA, C3 deposition; tested in compound mixtures; actives 0.08% (n = 62,000); inhibition, % at 5 µM;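 active = inhibition above 30% in each of the two pooled mixtures holding the compound, so the lower value exceeds 30%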;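 also: 0% = serum in Mg-EGTA without compound and 100% = EDTA serum blank; some compounds past the cut are filed as inactive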
#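 Assay system: Human serum alternative complement pathway, C3 deposition on LPS-coated wells | Incubation: 1 h serum-compound exposure at 37 °C | Doses: 5 µM per compound in ten-compound mixtures | Read-out: Percent inhibition | Technique: ELISA with HRP anti-human C3 antibody, TMB substrate, absorbance 450 nm | Replication: Two pool placements per compound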
# Hsp90 block – displaces geldanamycin probe from tumor Hsp90; P07900; NCI-N417 lysate Hsp90, Cy3B-geldanamycin FP displacement; inhibition, % at 30 µM; actives 0.35% (n = 64,000);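 active = inhibition above 50%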;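 also: 0% = tracer plus lysate wells and 100% = tracer alone without lysate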
# tolC growth inh – growth inhibitors of E. coli BW25113 tolC mutant; OD615; growth inhibition, % at 10 µM (by protocol); actives 2.2% (n = 65,000);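 active = growth inhibition at or above a cutoff equal to the mean over every tested compound plus 3 SD, cut at about 60% in these data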;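 also: growth measured after 20 h incubation at 37 °C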
#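 Signal: optical density read at 615 nm; Assay system: E. coli ΔtolC::kan strain BW25113; Times: 20 h incubation with compound, 37 °C; Dosing: 10 µM final, single dose.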
# An asterisk follows results filed as active; · = not tested or not shown. Compounds were not picked by outcome; overall some 7.6% were active at least once.
SMILES,CatB mix inh,Cdc25B block,E coli RNAP,MKP-1 inh,D1 mod,CatB block,AP complement,Hsp90 block,tolC growth inh
COC(=O)c1ccccc1NC(=O)Cn1c(SC)c(F)cnc1=O,-2,-5,4,0,-0.026,3,20,-5,21
COC(=O)CN1C(=O)C(O)(CC(=O)c2cccc(Br)c2)c2ccccc21 (stereo not drawn),-1,-12,7,-4,-0.084,4,17,-4,-13
Cc1c(Br)cc(C(=O)OC2CCN(C)CC2)c(C)c1C,6,-7,6,-7,-2.3,-2,10,-5,0
C=CCn1c(SCC(=O)NC2CCCC2)nc2scc(-c3ccco3)c2c1=O,7,32,7,9,0.98,-2,2,-3,-13
Cc1noc(/C=C/N(C)C)c1S(=O)(=O)N1CCc2ccccc21,1,-15,-1,-2,0.56,2,15,-3,6
COc1cccc(-c2nc(CS(=O)(=O)CC(=O)N3CCN(c4ccccn4)CC3)c(C)o2)c1,-5,-17,10,-1,0.13,1,-4,-2,1
CC1CCCN(C(=O)Nc2cccc(NC(=O)N3CCCC(C)C3C)c2)C1C (stereo not drawn),2,0,9,4,-0.14,5,-3,0,0
O=C(CSc1nnc([C@@H]2CCCN2)o1)c1ccc(Cl)cc1,0,3,10,-23,0.86,-1,-2,-2,-13
Clc1ccc(-n2cnnn2)cc1,7,-8,11,-6,0.014,0,4,0,-13
COc1ccc(S(=O)(=O)N2CCCC2C(=O)Nc2ccc(O)cc2)cc1 (stereo not drawn),-7,-5,6,-15,-0.5,2,9,2,-6
CCOc1ccc(C(=O)NC2CCN(S(C)(=O)=O)CC2)cc1,2,5,4,-5,2.2,-2,6,0,-16
O=C1CC(c2ccc3c(c2)OCO3)c2cc3c(cc2N1)OCO3 (stereo not drawn),5,6,5,4,·,3,-10,-5,4
COc1ccccc1N(C(=O)c1snc(C(N)=O)c1N)C(C(=O)NCCC(C)C)c1ccco1 (stereo not drawn),-4,3,0,3,-0.58,0,-7,-4,11
COC(=O)c1cc(NC(=O)c2ccc(Cn3cc(Cl)cn3)o2)cc(C(=O)OC)c1,-1,-16,0,-2,-0.034,-1,14,-1,29
COc1ccc(-c2cc3c(=O)n(CC(=O)NC4CCN(Cc5ccccc5)CC4)ncn3n2)cc1,2,10,5,-8,-0.93,1,-9,0,-8
Cn1c(=O)c2[nH]c(NCC3CCCO3)nc2n(-c2ccccc2)c1=O (stereo not drawn),8,-5,14,11,2.5*,3,4,-1,·
O=c1oc2cc(OCc3nn[nH]n3)ccc2c2c1CCCC2,6,-2,4,-14,·,0,12,-21,20
CC1(C)N=C(c2cccc(F)c2)C(=O)N1,5,-8,4,-4,-0.6,3,11,1,-12
CCCn1c(=S)[nH]c2cc(C(=O)N3CCN(c4ccccc4OC)CC3)ccc2c1=O,·,-10,·,-2,·,·,·,1,-6
Cc1ccc(-n2cc(-c3ccccc3)[nH]c2=O)cc1F,3,-6,6,2,-0.024,1,14,-2,-5
CC12CN3CC(C)(CN(C1)C3c1ccccc1Cl)C2O (stereo not drawn),-1,-7,8,-4,0.59,2,-1,0,-19
O=c1[nH]c(=O)n(Cc2ccccc2)c2c1CCC2,2,-7,6,-1,0.42,3,12,0,-8
CCc1c(C(=O)NCCc2ccc(OC)c(OC)c2)[nH]c(C)c1C(C)=O,6,-6,2,-1,-0.1,-3,12,-7,3
CCN1C(=O)CC(N2CCN(c3ccc(C(=O)c4ccccc4)cc3)CC2)C1=O (stereo not drawn),4,-6,6,6,-0.25,-2,6,-3,2
CCOC(=O)C(Sc1ncn[nH]1)c1ccccc1 (stereo not drawn),5,1,18,-1,0.053,0,12,-4,-16

# Shown with tabs: 18 of the compounds above.
Molecule	CatB mix inh	Cdc25B block	E coli RNAP	MKP-1 inh	D1 mod	CatB block	AP complement	Hsp90 block	tolC growth inh
Cc1c(Br)cc(C(=O)OC2CCN(C)CC2)c(C)c1C	6	-7	6	-7	-2.3	-2	10	-5	0
C=CCn1c(SCC(=O)NC2CCCC2)nc2scc(-c3ccco3)c2c1=O	7	32	7	9	0.98	-2	2	-3	-13
Cc1noc(/C=C/N(C)C)c1S(=O)(=O)N1CCc2ccccc21	1	-15	-1	-2	0.56	2	15	-3	6
COc1cccc(-c2nc(CS(=O)(=O)CC(=O)N3CCN(c4ccccn4)CC3)c(C)o2)c1	-5	-17	10	-1	0.13	1	-4	-2	1
CC1CCCN(C(=O)Nc2cccc(NC(=O)N3CCCC(C)C3C)c2)C1C (stereo not drawn)	2	0	9	4	-0.14	5	-3	0	0
O=C(CSc1nnc([C@@H]2CCCN2)o1)c1ccc(Cl)cc1	0	3	10	-23	0.86	-1	-2	-2	-13
Clc1ccc(-n2cnnn2)cc1	7	-8	11	-6	0.014	0	4	0	-13
COc1ccc(S(=O)(=O)N2CCCC2C(=O)Nc2ccc(O)cc2)cc1 (stereo not drawn)	-7	-5	6	-15	-0.5	2	9	2	-6
CCOc1ccc(C(=O)NC2CCN(S(C)(=O)=O)CC2)cc1	2	5	4	-5	2.2	-2	6	0	-16
O=C1CC(c2ccc3c(c2)OCO3)c2cc3c(cc2N1)OCO3 (stereo not drawn)	5	6	5	4	·	3	-10	-5	4
COc1ccccc1N(C(=O)c1snc(C(N)=O)c1N)C(C(=O)NCCC(C)C)c1ccco1 (stereo not drawn)	-4	3	0	3	-0.58	0	-7	-4	11
COC(=O)c1cc(NC(=O)c2ccc(Cn3cc(Cl)cn3)o2)cc(C(=O)OC)c1	-1	-16	0	-2	-0.034	-1	14	-1	29
COc1ccc(-c2cc3c(=O)n(CC(=O)NC4CCN(Cc5ccccc5)CC4)ncn3n2)cc1	2	10	5	-8	-0.93	1	-9	0	-8
Cn1c(=O)c2[nH]c(NCC3CCCO3)nc2n(-c2ccccc2)c1=O (stereo not drawn)	8	-5	14	11	2.5*	3	4	-1	·
O=c1oc2cc(OCc3nn[nH]n3)ccc2c2c1CCCC2	6	-2	4	-14	·	0	12	-21	20
CC1(C)N=C(c2cccc(F)c2)C(=O)N1	5	-8	4	-4	-0.6	3	11	1	-12
CCCn1c(=S)[nH]c2cc(C(=O)N3CCN(c4ccccc4OC)CC3)ccc2c1=O	·	-10	·	-2	·	·	·	1	-6
Cc1ccc(-n2cc(-c3ccccc3)[nH]c2=O)cc1F	3	-6	6	2	-0.024	1	14	-2	-5

# Later entries.
SMILES,CatB mix inh,Cdc25B block,E coli RNAP,MKP-1 inh,D1 mod,CatB block,AP complement,Hsp90 block,tolC growth inh
CCCC(=O)Nc1cc(-c2cn3cccnc3n2)ccc1OC,5,-3,2,1,-3.4*,4,4,-3,-17
CCCCOc1ccc(N2C(=O)CC(N(O)c3ccccc3)C2=O)cc1 (stereo not drawn),4,8,2,-2,0.18,7,17,7,1
O=C(Cn1c(=O)sc2ccccc21)NCc1ccco1,-1,-4,9,11,·,-1,4,·,-1
COc1ccc(N2C(N)=NC(N)=NC23CCCC3)cc1,2,-11,5,-10,-0.07,0,3,-3,-8
O=C(c1ccccc1)n1ccc2ccccc21,0,0,1,7,0.32,4,15,-4,3
CCN1C(=O)c2cccc3c(NC(=O)C(C)(C)C)ccc1c23,6,4,7,14,0.044,2,6,-5,-12
CCC(C)[C@H](NC(=O)NCc1ccccc1)C(=O)O (stereo partly drawn),-2,-1,-6,-23,·,2,-18,0,-12
CS(=O)(=O)N1CCN(c2ccccc2NC(=O)Cc2ccccc2)CC1,3,5,11,10,0.68,4,1,2,2
Cn1c(NCc2ccco2)nc2c1c(=O)n(Cc1ccc(Cl)c(Cl)c1)c(=O)n2C,·,11,7,-4,·,2,·,0,17
CC(OC(=O)C1CC=CCC1C(N)=O)C(Cl)=C(Cl)Cl (stereo not drawn),1,-9,1,1,-0.23,6,-9,-1,2
O=C(NCCN1CCCC1)c1cc(-c2ccncc2)nc2ccc(S(=O)(=O)N3CCOCC3)cc12,8,13,3,-9,0.59,-4,23,-2,-24
C=CCN1C(=O)CSc2ccc(C(=O)OCC)cc21,1,-9,2,4,1.5,-2,2,-4,13
Cn1c(=O)c2nnn(/N=C(\c3ccccc3)C3CC3)c2n(C)c1=O,0,-8,6,14,0.42,-1,1,·,6
Cc1noc(/C=C/N(C)C)c1S(=O)(=O)N1CCC(C(=O)O)CC1,1,-7,8,-7,0.42,2,7,3,-19
OC(CNC1CCCCC1)CN1CCN(CC(O)CNC2CCCCC2)CC1 (stereo not drawn),6,-7,3,-5,-0.063,-7,12,0,-14
O=C(O)CC1NC(=O)N(c2ccccc2)C1=O (stereo not drawn),4,-1,4,4,-0.25,1,5,-1,-10
CCCOc1cccc(C2C(C(=O)c3ccc(C)o3)=C(O)C(=O)N2CCCN(C)C)c1 (stereo not drawn),·,21,6,-42,-0.28,1,·,-3,-3
Cn1c(=O)oc2cc(S(=O)(=O)N3CCCC(C(=O)Nc4ccc5c(c4)OCCO5)C3)ccc21 (stereo not drawn),2,-7,-1,8,-1.6,4,15,0,16
CC1CC(C)CN(C(=O)c2cn(C)c3ccc(S(=O)(=O)N(C)C)cc3c2=O)C1 (stereo not drawn),6,-12,6,10,0.058,1,24,0,-13
Cn1c(C(=O)N2CCN(c3ccccc3F)CC2)cc2c(=O)n(C)c3ccccc3c21,2,-7,1,-8,0.34,1,9,-1,-6
COC(=O)c1ccc(C2/C(=C(/O)c3ccc(OC(C)C)cc3)C(=O)C(=O)N2c2cc(C)on2)cc1 (stereo not drawn),4,-12,6,7,-0.51,7,-33,2,18
COc1ccc(C2/C(=C(/O)c3ccc4c(c3)CC(C)O4)C(=O)C(=O)N2CCN2CCOCC2)cc1 (stereo not drawn),5,-2,9,7,0.41,4,-1,-16,-10
COc1ccc2cc(C(=O)NCc3ccco3)c(=Nc3ccc(C(=O)O)cc3)oc2c1,7,4,17,-9,1.8,8,-3,-2,38
CN(C(=O)c1cnccn1)c1nnc(-c2cccnc2)s1,-4,-9,6,1,0.46,1,-1,-1,-19
CCOC(=O)c1cnn2c(C(F)(F)F)cc(-c3ccco3)nc12,-1,-15,-3,3,0.97,-5,14,-3,6
O=C(NCc1ccc2c(c1)OCO2)c1ccc(CN2CCOCC2)cc1,4,0,9,4,0.5,1,0,2,-12
Cc1cc(C)c2[nH]c(=O)c(C(c3nnnn3C(C)(C)C)N3CCN(C(=O)c4ccco4)CC3)cc2c1 (stereo not drawn),-6,5,8,35,1,-3,-1,-2,-16
O=C(COc1cnc2ccccc2n1)NCCC1=CCCCC1,-7,-2,3,-8,0.019,3,1,-2,-7
C=CCc1ccc(OCCOCCNCCOC)c(OC)c1,1,0,9,-7,-0.49,1,-15,1,-13
O=C(c1ccc(CS(=O)(=O)c2ccccc2)o1)N1CCN(c2ncccn2)CC1,4,11,1,15,0.75,-2,14,-4,-4
